# Ba/F3 V617F tox: reduce viability of Ba/F3 cells dependent on JAK2V617F | Ba/F3 EpoR-JAK2V617F viability, ATP luminescence | inhibition, % at 5.6 µM | 1.1% of 220,000 active | AID 1446;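 active = inhibition above the campaign mean plus 3 SD over all tested compounds, cut at about 24% in these data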;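 also: cytokine-independent growth of Ba/F3 cells driven by EpoR plus mutant JAK2; 0% = DMSO-treated cells and 100% = JAK inhibitor I control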
# zfTRPN1 agonist: agonists of zebrafish TRPN1 channel. HEK293 zebrafish TRPN1-YFP, Fluo-8 calcium fluorescence; 100% = response to 87 µM carbachol. activation, % at 3 µM. 0.18% of 220,000 active. AID 1424;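 active = activation above its plate's cutoff, the mean activation of test wells on that plate plus 3 SD, cut at about 19% in these data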;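 also: 0% = DMSO alone and 100% = 87 µM carbachol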
#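 Assay system: Zebrafish TRPN1-YFP in HEK293 cells | Incubation: Dye loading 1 h at 37 °C, then 30 min room temperature | Measured by: Kinetic Fluo-8 fluorescence, ex 470-495, em 515-575 nm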
# PERK inh: blocks human PERK kinase; Q9NZJ5; 0.17% of 220,000 active; inhibition, % at 5.6 µM; CHO PERK-DD fusion, SEAP luminescence translation reporter;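 active = inhibition above the mean inhibition of all tested compounds plus 3 SD, set separately per screening campaign, cut at about 2.9% in these data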;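 also: PERK kinase domain activated by AP20187 dimerizer at 100 nM; 0% = DMSO with dimerizer and 100% = rapamycin at 8.4 µM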
# BaF3 parental: reduces parental Ba/F3 cell viability, JAK2V617F counter-screen | CellTiter-Glo ATP luminescence | inhibition, % at 5.6 µM | 1.1% of 220,000 active;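 active = inhibition above a per-campaign cutoff, the mean inhibition of all tested compounds plus 3 SD, cut at about 27% in these data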;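 also: 0% = DMSO wells and 100% = JAK Inhibitor I control wells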
# EP2 mod: modulates human prostaglandin E2 receptor EP2 signaling | induction, % at 25 µM | AID 940 | EP2-expressing cells, cAMP HTRF FRET, PGE2 co-stimulation | P43116 | 0.83% of 260,000 active;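 active = compounds whose cAMP rise, as percent of the full-agonist control response, exceeds 60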;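 also: rat C6 glioma line stably carrying human EP2 under a CMV promoter; the protocol text gives 20 µM as final concentration; 100% = response of wells given 1 µM PGE2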
# Target sequence (P43116 whole entry, looked up): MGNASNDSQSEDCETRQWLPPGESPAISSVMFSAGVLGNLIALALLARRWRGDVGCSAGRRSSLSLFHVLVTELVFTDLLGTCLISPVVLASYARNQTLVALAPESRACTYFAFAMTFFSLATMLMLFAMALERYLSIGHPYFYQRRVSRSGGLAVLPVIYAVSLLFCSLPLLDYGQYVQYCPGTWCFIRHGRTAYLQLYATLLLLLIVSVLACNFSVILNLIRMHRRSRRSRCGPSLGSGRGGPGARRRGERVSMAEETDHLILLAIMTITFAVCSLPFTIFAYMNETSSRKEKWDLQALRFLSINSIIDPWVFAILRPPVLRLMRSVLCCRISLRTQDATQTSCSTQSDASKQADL
# S1P4 antagonist: human S1P4 receptor antagonism; O95977; AID 1510; 0.26% of 220,000 active; inhibition, % at 4.98 µM; S1P4-expressing cells, antagonist mode, reporter read-out; in the data active = inhibition above about 29%;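 also: 0% = wells stimulated with agonist and 100% = vehicle wells without agonist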
# S1P4 ag: activates the human S1P4 receptor | O95977 | S1P4-expressing cell line, agonist reporter assay | 0.35% of 220,000 active | activation, % at 4.98 µM; in the data active = activation above about 11%;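 also: 0% = DMSO vehicle and 100% = reference agonist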
# TRPML3 ag: agonists of human TRPML3 channel | Q8TDD5 | HEK293 TRPML3-YFP, Fluo-8 calcium fluorescence; 100% = the carbachol control signal | activation, % at 3 µM | 0.29% of 220,000 active | AID 1448;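 active = activation above its plate's cutoff, the mean activation of the plate's test wells plus 3 SD, cut at about 12% in these data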;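 also: 0% = DMSO only wells and 100% = carbachol wells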
# Target sequence (Q8TDD5 whole entry, looked up): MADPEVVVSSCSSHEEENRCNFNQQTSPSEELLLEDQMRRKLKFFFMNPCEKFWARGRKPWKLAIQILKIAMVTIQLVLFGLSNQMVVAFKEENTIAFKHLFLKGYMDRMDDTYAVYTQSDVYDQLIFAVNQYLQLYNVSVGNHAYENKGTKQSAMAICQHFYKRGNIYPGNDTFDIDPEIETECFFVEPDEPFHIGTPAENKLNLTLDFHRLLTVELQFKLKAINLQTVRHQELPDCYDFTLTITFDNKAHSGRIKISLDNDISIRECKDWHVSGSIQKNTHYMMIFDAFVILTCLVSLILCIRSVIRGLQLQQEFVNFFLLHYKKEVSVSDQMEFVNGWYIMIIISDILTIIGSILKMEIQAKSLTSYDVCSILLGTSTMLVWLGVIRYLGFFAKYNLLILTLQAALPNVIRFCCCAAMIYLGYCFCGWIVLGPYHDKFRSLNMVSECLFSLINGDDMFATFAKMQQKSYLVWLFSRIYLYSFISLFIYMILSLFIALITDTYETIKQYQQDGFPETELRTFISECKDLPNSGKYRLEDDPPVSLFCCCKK
#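 Material: TRPML3-YFP stable HEK293 cells | Dosing: One concentration, 3 µM nominal, 0.3% DMSO | Timing: 125 s total fluorescence read per well | Technique: Fluo-8 calcium dye fluorescence, ex 470-495, em 515-575 nm | Measure: Percent activation from peak-to-basal fluorescence ratio, scaled between DMSO and carbachol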
# Calpain2 inh: blocks pig calpain II enzyme activity | purified calpain II, fluorogenic peptide substrate, 30 min | 0.37% of 220,000 active | inhibition, % at 16 µM | AID 1236;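 active = inhibition above about 50%, limit read from the data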
# * = called active by the depositor; i = inactive; & = joins results of further samples.
SMILES,Ba/F3 V617F tox,zfTRPN1 agonist,PERK inh,BaF3 parental,EP2 mod,S1P4 antagonist,S1P4 ag,TRPML3 ag,Calpain2 inh
COc1ccccc1NC(=O)c1ccc(NC(=O)CN(C)Cc2ccccc2F)cc1,5,-1.4,-0.8,10,-54,8,-0.4,-0.8,42
COc1ccc(C(=O)N2CC(=O)N(CCc3ccccc3)C(=O)C2)cc1OC,-4,1.4,0.4,1,3,0,-0.2,0.4,14
c1ccc(-c2ccccc2OCCn2cncn2)cc1,0,0.8,0.5,3,-33,-5,0.0,-0.4,25
C=CCNC1=C(Cl)C(=O)N(c2cccc(Cl)c2Cl)C1=O,0,0.3,0.9,3,-18,12,0.0,-0.4,24
COc1cc(S(=O)(=O)N2CCOCC2)cc(C(=O)c2nccn2C)c1OC,-3,0.1,0.7,-2,12,-3,1.7,0.5,-36
CCOC(=O)C1CCN(C(=O)Nc2cc(Cl)cc(Cl)c2)CC1,0,0.0,-0.8,-2,-16,-5,2.4,-0.3,15
COC(=O)c1cc(C(=O)NCc2ccccc2)c(=O)[nH]c1C,-1,2.1,1.2,1,2,-12,2.1,0.9,-42
CCCOc1ccccc1C1NC(=O)NC(C)=C1C(=O)OCCOCC (stereo not given),-5,-0.4,0.0,0,16,-22,-0.3,0.1,0
CCOc1ccc(S(=O)(=O)N(CC(=O)O)c2ccc(C)cc2)cc1,0,-1.3,0.6,4,19,-16,-4.5,0.4,5
O=C(COc1ccccc1)Nc1ccc(S(=O)(=O)N2CCCCCC2)cc1,5,0.0,-1.8,8,-24,-15,2.7,0.4,-9
CC(C)OC(=O)c1c(-c2ccc(C(C)C)cc2)csc1NC(=O)C1CCCO1 (stereo not given),-2,0.5,-0.1,0,63*,2,1.6,0.2,-6
Cc1ccc2c(CC(=O)N3CCOCC3)coc2c1,0,0.4,0.0,5,-27,2,-0.1,0.8,13
CC(C)c1ccc(S(=O)(=O)Nc2ccc(SC(F)F)cc2)cc1,0,2.0,-0.2,1,7,4,0.4,-0.3,28
O=S(=O)(NCCSc1ccccc1)c1ccc2c(c1)OCCO2,1,-0.4,-0.8,4,-36,1,-3.9,0.5,11
CCOC(=O)c1c(NC2OC(=O)c3c2ccc(OC)c3OC)sc(C(=O)OC(C)(C)C)c1C (stereo not given),6,-2.3,-0.1,7,-19,-9,0.1,-0.8,-22
O=[N+]([O-])c1cccc(NC(=S)NCc2ccncc2)c1,-1,0.8,2.4,5,-9,-7,4.6,0.7,-21
COc1ccc(CC(NC(C)=O)C(=O)NC2CCN(c3nc(C)cc(C)c3C#N)CC2)cc1 (stereo not given),4,4.7,-1.9,4,15,-20,3.0,0.5,-72
O=C(O)CCOc1ccc2c(c1)OCCO2,-3,0.4,2.2,3,14&-9,-4,-0.1,1.4,11
CCSc1nc(-c2ccc(OC)cc2)n(-c2nc3ccccc3s2)n1,-2,-0.3,0.4,0,37,-1,-0.2,0.5,17
O=C(CN1CCN(Cc2ccc3c(c2)OCO3)CC1)Nc1ccc2c(c1)OCO2,-3,-0.7,0.1,1,13,-9,-1.0,0.3,-25

# No new results follow: entries from further up.
SMILES,Ba/F3 V617F tox,zfTRPN1 agonist,PERK inh,BaF3 parental,EP2 mod,S1P4 antagonist,S1P4 ag,TRPML3 ag,Calpain2 inh
COc1ccccc1NC(=O)c1ccc(NC(=O)CN(C)Cc2ccccc2F)cc1,5,-1.4,-0.8,10,-54,8,-0.4,-0.8,42
COc1ccc(C(=O)N2CC(=O)N(CCc3ccccc3)C(=O)C2)cc1OC,-4,1.4,0.4,1,3,0,-0.2,0.4,14

# An excerpt of these results, with tabs:
compound	Ba/F3 V617F tox	zfTRPN1 agonist	PERK inh	BaF3 parental	EP2 mod	S1P4 antagonist	S1P4 ag	TRPML3 ag	Calpain2 inh
COC(=O)c1cc(C(=O)NCc2ccccc2)c(=O)[nH]c1C	-1	2.1	1.2	1	2	-12	2.1	0.9	-42
CCCOc1ccccc1C1NC(=O)NC(C)=C1C(=O)OCCOCC (stereo not given)	-5	-0.4	0.0	0	16	-22	-0.3	0.1	0

# New compounds follow.
SMILES,Ba/F3 V617F tox,zfTRPN1 agonist,PERK inh,BaF3 parental,EP2 mod,S1P4 antagonist,S1P4 ag,TRPML3 ag,Calpain2 inh
CS(=O)(=O)N(CC(=O)NC1CC2CCC1C2)c1ccc(Oc2ccccc2)cc1 (stereo not given),-3,-1.4,0.2,5,23,-5,0.6,-0.2,3
Cc1ccc(Cl)cc1N1CCN(C(=O)Cc2csc(Nc3nc(=S)[nH]c4ccccc34)n2)CC1,2,0.2,0.8,8,-3,-8,1.6,0.7,-222
CCn1c(C)c(C(C)=O)c(SC)nc1=S,-1,0.1,0.5,4,4,-17,2.7,0.8,9
CCc1ccc(CN(C)C(=O)CCc2nc3ccccc3n(-c3ccc(OC)cc3)c2=O)cc1,-4,-0.4,0.3,-1,19,-15,-1.5,-0.7,42
O=C(NC(=S)Nc1ccccc1O)c1ccccc1Cl,6,-1.2,0.0,2,-42,4,0.6,0.7,11
N#Cc1ccc(Oc2ccc(C(N)=O)cc2)cc1C#N,-4,1.7,1.0,3,6,-9,2.3,1.5,-8
COc1ccccc1NC(=O)CSc1nnc(-c2ccoc2C)n1CCc1ccccc1,-2,-1.7,0.4,2,8&22,-10,1.7,-0.9,4
COc1ccc(NC(=O)Nc2ccc3nccnc3c2)cc1,-1,5.0,0.6,10,-48,-7,-1.5,1.4,-32
COc1ccc(CC(NC(C)=O)C(=O)NC2CCN(C(=O)Nc3ccccc3Cl)CC2)cc1OC (stereo not given),-1,-0.9,0.0,0,-5,-13,4.1,0.5,-5
CC(C)CCNC(=O)CO/N=C/c1ccccc1OC(F)F,-1,0.1,0.7,5,7,-11,1.2,-0.8,12
O=[N+]([O-])c1cccnc1Oc1ccccc1F,0,-0.7,-0.1,-1,-8,4,0.9,0.0,24
Cc1sc2ncnc(OCC(=O)NCc3cccs3)c2c1C,-1,1.0,-0.2,5,5,-14,2.2,0.1,-17
Cc1cc(=O)oc2c3c(ccc12)OC/C3=N/N,-4,2.4,0.6,-1,9,9,-1.1,2.0,-27
CN(C)CCCOc1ccc(Cl)cc1Br,-2,-0.3,-1.1,1,-9,-8,1.7,2.0,11
CCc1c(C)nc2ncnn2c1N1CCCC(C(=O)NCc2ccco2)C1 (stereo not given),8,-2.0,-2.6,8,14&1,-2,0.9,-0.2,-12
Cc1cc(N)n2nc(C)c(-c3ccc(Cl)cc3)c2n1,6,-0.3,0.6,11,-28,-6,-1.4,0.1,-46
CC(=O)c1c(C)[nH]c(C(=O)OCC(=O)N2CC(=O)Nc3ccccc32)c1C,4,1.1,1.6,7,15,-19,0.2,0.4,21
COC(=O)c1cc2ccccc2c(-c2c(O)ccc3ccccc23)c1O,-9,-2.6,0.1,1,41,-21,0.5,0.1,8
COc1ccc(/C=N/OCC(=O)N=Nc2c(O)[nH]c3ccc(Br)cc23)cc1OC,-4,-0.1,-0.2,-2,-89,-8,-0.4,0.1,-15
COC(=O)c1ccccc1NC(=S)NC(=O)CC(C)C,-1,-0.9,0.5,1,19,-14,1.2,-0.8,27
CN(C)S(=O)(=O)c1ccc(S(=O)(=O)N(Cc2ccco2)Cc2ccccc2Cl)cc1,-2,-0.1,1.1,5,-4,-18,-1.2,2.6,16
CCOC(=O)N1CCN(c2cc(=O)n(-c3cccc(C)c3)c(=O)[nH]2)CC1,2,1.3,1.0,6,24,-6,1.6,0.7,-14
CCOC(=O)c1c[nH]c2c(Cl)c(Cl)ccc2c1=O,1,-0.2,0.6,6,14,18,-1.6,1.3,3
Cc1ccc(-c2noc(CN(C(=O)CCN3C(=O)c4ccccc4C3=O)C(C)C)n2)cc1,-3,0.8,-0.1,0,17,-5,-1.0,-0.3,40
COc1ccc(C2C(C(=O)Nc3ccc4c(c3)OCCO4)c3ccccc3C(=O)N2C)cc1 (stereo not given),-3,-0.8,-0.3,-1,-21,7,-2.5,0.8,5
COc1cc(/C=N/NC(=O)C[n+]2ccccc2)cc(OC)c1OC,2,1.2,0.7,0,19,-18,0.2,0.7,17
CCC(CC)C(=O)NCCc1cc2ccc(C)cc2[nH]c1=O,-1,0.1,0.1,4,0,-9,0.2,0.5,16
CCC(=O)Nc1c2c(nc3c1CCC3)CCCC2,2,-1.3,-0.6,4,-8,-10,0.6,0.4,7
O=C(Nc1ccccc1-c1nnc(SCc2ccc(Cl)cc2)o1)c1ccccc1,-1,-1.6,0.4,9,44,-13,-2.9,0.5,-72
O=C(CN1C(=O)/C(=C/c2cccc(Br)c2)SC1=S)NC1=NCCS1,0,1.7,0.6,0,-26,-13,-0.1,0.4,84*
CCOc1ccc(N(CC(=O)NCc2ccccc2)S(=O)(=O)c2c(C)noc2C)cc1,-3,0.7,0.3,8,7,-44,-0.7,-1.2,1
CCOc1ccc(S(=O)(=O)Nc2cc(OC)ccc2OC)cc1,80*,0.8,-0.8,80*,-28,-18,2.5,0.4,19
Cc1c(Cl)cccc1NC(=O)Cn1cc(C(F)(F)F)cc(Cl)c1=O,-3,1.9,0.3,4,10,-2,2.6,0.9,-35
CCCCn1c(-c2ccsc2)nc2c1c(=O)[nH]c(=O)n2CCC,6,1.3,-1.3,4,39,-1,-0.4,-0.8,3
CN(C)c1nc(N)nc(CSc2ccccn2)n1,0,-1.1,0.1,4,20,-16,1.4,0.2,-13
CCOc1ccc(Oc2nc(N(CC)CC)nc(N3CCOCC3)n2)nn1,2,0.9,0.4,6,11,-5,1.9,1.1,-15
Cc1ccc(NC(=O)Cc2cn(C)c3ccccc23)cc1F,1,-0.2,-0.1,3,-24,-12,-0.7,-0.2,23
COc1ccc(C2C3C(C)=NN=C3CC(C)(O)C2C(C)=O)cc1 (stereo not given),2,1.6,0.2,8,13,2,0.3,0.7,19
Cc1ccc(S(=O)(=O)Nc2nc3c(s2)C(=O)CC(C)(C)C3)cc1,5,0.7,0.6,2,35,9,-1.4,0.6,15
O=C(C1CCCN1S(=O)(=O)c1ccc(Br)cc1)N1CCOCC1 (stereo not given),-1,0.5,1.2,-1,18,-10,0.1,0.6,-19
CCCCOc1ccc(CNn2c(C)nc3ccccc3c2=O)cc1,-4,1.0,0.2,1,-24,-13,1.3,0.6,35
CSc1ncnc2sc(C)c(C)c12,-2,0.4,0.6,3,69*,-9,0.8,0.5,-18
Cc1c(Cl)cccc1Nc1nc(N)nc(CSc2ncccn2)n1,2,0.2,-1.7,8,9,5,4.1,0.2,7
Nc1c(C(=O)NCc2cccnc2)sc(=S)n1-c1ccccc1,-1,1.7,0.2,3,4,-20,3.2,1.1,32
CCOC(=O)c1cnc2scnn2c1=O,-2,0.5,0.9,2,-4,3,0.9,0.8,-29
COc1ccc(O)c(/C=N/NC(=S)Nc2cccc(S(=O)(=O)N(C)C)c2)c1,6,8.6,-1.2,8,-69,-7,0.4,2.5,-192
O=C(c1ccc(Nc2cccc(C(F)(F)F)c2)nc1)N1CCCC1,-5,-1.2,0.2,0,-32,-6,2.7,-0.2,-5
CCOC(=O)c1cc(-c2ccccc2)sc1NC(=O)c1ccc(OC)c(OC)c1,2,0.4,0.5,5,44,-17,1.1,1.2,-252
Cc1nn(-c2ccccn2)c2c1C(c1ccncc1)C1=C(CC(C)(C)CC1=O)N2 (stereo not given),2,-1.3,-2.6,6,-4,-14,1.1,0.0,i
Cc1ccc(C(=O)NCC2(c3ccccc3)CCCC2)cc1,-3,-2.7,0.2,3,6,-11,2.7,0.1,3

# Screens from PubChem.
